FXIIa inh mix = human factor XIIa inhibitors, primary screen, biochemical, pooled compound mixtures, fluorogenic substrate. purified FXIIa. inhibition, % at 5 µM. actives 0.2% (n = 62,000). AID 684, 2007;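 note: 0% = enzyme without compound and 100% = no enzyme blank; some results filed as inactive read as strong as hits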
CatL inh = inhibitors of human cathepsin L, biochemical; actives 0.17% (n = 58,000); Procathepsin L (Homo sapiens), P07711; inhibition, %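 (tested at 10 µM)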; purified cathepsin L, fluorogenic substrate, fluorescence; AID 460, 2006; in the data active = inhibition above about 45%;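 note: 0% = enzyme with no compound and 100% = no enzyme blank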
Target sequence (P07711 114-288 limits assumed): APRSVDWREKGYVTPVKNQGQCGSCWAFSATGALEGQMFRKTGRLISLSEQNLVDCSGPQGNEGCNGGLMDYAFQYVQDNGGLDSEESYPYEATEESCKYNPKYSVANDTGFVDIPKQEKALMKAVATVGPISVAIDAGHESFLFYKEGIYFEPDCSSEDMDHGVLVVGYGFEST
Target sequence (P07711 292-333 limits assumed): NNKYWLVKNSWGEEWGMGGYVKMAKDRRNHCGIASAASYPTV
FXIa mix inh = FXIa protease inhibitors in compound pools, primary screen, biochemical, 10-compound mixtures. purified FXIa, fluorogenic substrate, pooled mixtures. inhibition, % at 5 µM. actives 0.19% (n = 62,000);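 note: each value is inhibition by a whole ten-compound pool holding the compound; 0% = enzyme with no mixture and 100% = wells lacking enzyme; strong numbers were not always called active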
DUSP1 inh = MKP-1 phosphatase inhibitors, primary screen, biochemical, in vitro | actives 0.15% (n = 65,000) | Dual specificity protein phosphatase 1 (Homo sapiens), P28562 | AID 374, 2006 | recombinant MKP-1, OMFP hydrolysis fluorescence | inhibition, %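 (compounds tested at a single concentration somewhere between 10 and 100 µM)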;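 active = inhibition above about 50%, limit read from the data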;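 note: 0% = DMSO max control wells and 100% = wells with enzyme stopped by NaOH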
C1s block = complement C1s protease inhibitors, primary screen, biochemical, 10-compound mixtures; Complement C1s subcomponent (Homo sapiens), P09871; purified C1s, fluorogenic AMC substrate, pooled mixtures; mean inhibition % of two 10-compound mixtures (stronger effect = higher value), % at 5 µM (by protocol); actives 0.16% (n = 62,000); AID 538, 2006;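 active = inhibition above 20% in each of the two 10-compound mixture wells holding the compound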;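 note: 0% = enzyme wells lacking compound mixture and 100% = no-enzyme blank wells; some compounds called inactive have numbers as strong as hits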
Target sequence (P09871 16-437 limits assumed): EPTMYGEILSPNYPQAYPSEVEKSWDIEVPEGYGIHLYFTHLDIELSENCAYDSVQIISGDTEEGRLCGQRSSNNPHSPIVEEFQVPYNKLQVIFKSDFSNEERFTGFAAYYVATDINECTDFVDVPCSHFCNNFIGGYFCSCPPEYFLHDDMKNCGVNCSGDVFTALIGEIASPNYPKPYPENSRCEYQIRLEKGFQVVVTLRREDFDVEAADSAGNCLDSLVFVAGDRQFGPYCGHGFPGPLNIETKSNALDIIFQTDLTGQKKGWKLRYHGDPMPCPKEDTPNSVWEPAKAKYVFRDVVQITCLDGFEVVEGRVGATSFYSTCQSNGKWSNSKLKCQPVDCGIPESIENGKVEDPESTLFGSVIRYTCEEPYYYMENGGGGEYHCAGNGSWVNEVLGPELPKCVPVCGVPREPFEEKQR
Target sequence (P09871 438-688 limits assumed): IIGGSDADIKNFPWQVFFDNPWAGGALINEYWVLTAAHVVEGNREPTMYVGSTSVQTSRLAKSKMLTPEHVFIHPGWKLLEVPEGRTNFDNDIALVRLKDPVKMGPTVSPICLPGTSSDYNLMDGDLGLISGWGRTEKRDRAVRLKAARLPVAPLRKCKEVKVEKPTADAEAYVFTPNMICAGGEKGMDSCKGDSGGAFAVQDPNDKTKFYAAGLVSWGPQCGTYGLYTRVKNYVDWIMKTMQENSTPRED
Cathepsin G inh = human cathepsin G inhibitors, primary screen, biochemical, pooled compound mixtures, AMC fluorescence; actives 0.2% (n = 62,000); P08311; inhibition, % at 5 µM (by protocol); purified enzyme, AMC-tetrapeptide fluorescence; AID 581, 2007;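 active = inhibition above 20% in each of the two mixture wells holding the compound; inactive = inhibition of 20% or less in either well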;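 note: 0% = enzyme control without mixture and 100% = blank lacking enzyme; strong numbers were not always called active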
Hsp90 inh = tumor Hsp90 inhibitors, primary screen, cell lysate, fluorescence polarization, NCI-N417 lysate; Heat shock protein HSP 90-alpha (Homo sapiens), P07900; Cy3B-geldanamycin FP displacement; inhibition, % at 30 µM; actives 0.35% (n = 64,000);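 active = inhibition above 50%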;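 note: 0% = tracer plus lysate wells and 100% = tracer alone without lysate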
HTR1A agonist = human 5-HT1a receptor agonists, primary screen, cell-based, CHO, Ga15 NFAT-bla reporter. 5-hydroxytryptamine receptor 1A (Homo sapiens), P08908. CHO 5-HT1a Ga15 NFAT-bla reporter, FRET ratio; 0% basal, 100% maximal reference agonist. AID 567, 2006. actives 0.56% (n = 65,000). activation, % at 10 µM;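 active = activation above the screen-wide mean activation plus 3 SD, cut at about 19% in these data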;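 note: 0% = DMSO wells and 100% = 5-CT at EC100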
Cdc25B block = inhibitors of Cdc25B phosphatase catalytic domain, primary screen, biochemical, OMFP fluorescence; M-phase inducer phosphatase 2 (Homo sapiens), P30305; recombinant Cdc25B, OMFP fluorescence Ex485/Em525; inhibition, %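 (compounds tested at 10 µM final in the well)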; actives 0.1% (n = 65,000); in the data active = inhibition above about 50%
* = called active by the depositor; . = no result given. Cut-off read from the data, not from the text of the source, unless noted: active = inhibition above about 20% (passing the limit was not always enough); inactive = the rest. Compounds were not picked by outcome; overall some 1.6% were active at least once.

Each structure is followed by: FXIIa inh mix | CatL inh | FXIa mix inh | DUSP1 inh | C1s block | Cathepsin G inh | Hsp90 inh | HTR1A agonist | Cdc25B block
#1 Cc1ccc(-c2cc(C(=O)Nc3c(C)n(C)n(-c4ccccc4)c3=O)[nH]n2)c(O)c1
    3 | 13 | 3 | -23 | 3 | -16 | 2 | 0.6 | 1
#2 CC(C)N1C(=O)CCC1C(=O)N1CCN(c2ccccn2)CC1 (configuration not stated)
    1 | . | 6 | 6 | 14 | 11 | -2 | 0.2 | -15
#3 CCOC(=O)C1=C(N)OC2=C(C(=O)CCC2)C1c1ccco1 (configuration not stated)
    28 | 7 | 0 | 13 | 12 | 8 | 3 | -3.0 | 9
#4 COC(=O)CN1C(=O)C2(OCCCO2)c2ccccc21
    4 | -6 | 6 | 4 | -46 | -7 | -2 | -1.0 | 3
#5 CCS(=O)(=O)N1CCC(NC(=O)c2ccco2)CC1
    -10 | . | 2 | 5 | -30 | 2 | -1 | -3.5 | 24
#6 CC(C)C(NC(=O)C12CC3CC(CC(C3)C1)C2)C(=O)NC1=NCCS1 (configuration not stated)
    -1 | 2 | 7 | 11 | -19 | 0 | -1 | 0.1 | -3
#7 CCCSC1=C(C#N)C(c2ccccc2C)C(C(=O)OC)C(=O)N1 (configuration not stated)
    8 | 1 | 9 | 18 | -2 | 3 | -2 | -2.2 | 1
#8 N#CCc1ccc(NS(=O)(=O)c2ccc(N3CCCC3=O)cc2)cc1
    2 | . | 10 | 2 | 21 | 10 | -1 | -1.3 | -4
#9 O=C(O)c1cccc2[nH]c(C(F)(F)F)nc12
    5 | -6 | 3 | 4 | 8 | 9 | -3 | -0.9 | -7
#10 Clc1ccc(C(c2nnnn2C2CCCC2)N2CCN(Cc3ccncc3)CC2)cc1 (configuration not stated)
    13 | -6 | 5 | 7 | -2 | -2 | 0 | -1.5 | -13
#11 Cc1nc(C)c(C(=O)Nc2nc3c(C)cccc3s2)o1
    5 | 3 | -3 | 32 | -1 | 8 | -8 | 0.7 | 28
#12 NC(=O)c1cc(Br)cc2c3c([nH]c12)CCCC3
    -1 | 11 | -3 | 22 | -1 | 8 | -4 | 0.9 | 3
#13 O=C(Cc1ncn[nH]1)NCCc1ccccc1
    -4 | -2 | 8 | 8 | 13 | 8 | -3 | -3.2 | -10
#14 COc1ccc2[nH]c(=O)c(CNC3CCCCC3)cc2c1
    3 | 2 | 6 | 5 | 29 | 4 | -3 | -1.9 | 1
#15 COc1ccc(CN(C(=O)c2snc(C(N)=O)c2N)C(C(=O)NC(C)(C)C)c2ccco2)cc1 (configuration not stated)
    5 | -4 | 4 | 1 | 10 | 13 | -1 | -2.4 | -2
#16 CC(C)Cn1nc(NC(=O)C(C)(C)C)c2cc3ccccc3nc21
    . | . | . | -25 | . | . | -3 | 6.6 | 1
#17 O=C(Nc1cccnc1)Nc1ccc(Br)cc1Cl
    -1 | -4 | -7 | 17 | -16 | 6 | -1 | 1.6 | -15
#18 COC(=O)c1ccccc1NC(=O)Nc1nnc(N2CCCCC2C)s1 (configuration not stated)
    3 | 7 | 5 | -18 | -15 | -12 | -2 | 1.4 | -3
#19 CC1C(c2ccccc2)=[N+]([O-])C2(CCCC2)N1O (configuration not stated)
    7 | 17 | 8 | 4 | 9 | 7 | -2 | -1.1 | -6
#20 CC1CCCCN1Cc1nc2c(c(=O)n(C)c(=O)n2C)n1CCCc1ccccc1 (configuration not stated)
    . | . | . | 27 | . | . | 2 | -1.1 | -4
#21 CCOC(=O)c1cc(-c2ccccc2)n(CC(=O)N2CCCC2)c1C
    3 | 3 | 2 | 9 | -9 | -4 | 3 | -1.9 | -5
#22 COc1cccc(C(=O)NCc2ccccc2OC)c1
    13 | 8 | -1 | 5 | 7 | 2 | 0 | -1.8 | 1
#23 CC1(C)OC(C(N)=O)C(C(N)=O)O1 (configuration not stated)
    -9 | 0 | 4 | -13 | -29 | -4 | 1 | -0.2 | -1
#24 CCOc1ccc(C2CC(c3cccc(OC)c3)Nc3nc(N)nn32)cc1 (configuration not stated)
    9 | 8 | 1 | 11 | -16 | -14 | 11 | -1.3 | -4
#25 O=c1cc(C(F)(F)F)c2sc(N3CCCCC3)nc2[nH]1
    6 | -78 | -1 | 35 | -76 | -2 | -3 | 1.7 | -12
#26 O=C(Cc1c(C(=O)O)[nH]c2ccccc12)NCCN1CCN(c2cccc(Cl)c2)CC1
    4 | 23 | 5 | 34 | 11 | 8 | -2 | -0.5 | 2
#27 CCOc1ccc(S(=O)(=O)N(CC(=O)O)c2ccc(C)cc2)cc1
    48* | . | -1 | 2 | 3 | 3 | -1 | -0.1 | -3
#28 CC(C)c1ccc(-c2nnn(CCC(=O)O)n2)cc1
    7 | 4 | 5 | 2 | 2 | 2 | 2 | 2.6 | -4
#29 O=C(O)c1cccc(N2CCCC2)c1
    -17 | -45 | 0 | 2 | -4 | -3 | -3 | -0.8 | -1
#30 COc1ccc(-n2c(CNC(=O)c3ccc(S(=O)(=O)N4CCCC4)cc3)n[nH]c2=S)cc1
    22* | 15 | -5 | -11 | 1 | 6 | 0 | -2.2 | -10
#31 Cc1c(C(=O)NC2CCCCC2)oc2c1C(=O)CC(C)(C)C2
    4 | -6 | 5 | -1 | -22 | -1 | -9 | -4.3 | -8
#32 CSC(=NS(=O)(=O)c1ccc(C)cc1)SC
    -8 | 9 | 3 | 2 | -2 | 10 | 0 | -2.1 | -6
#33 O=C(O)c1ncc(-c2ccccc2)cn1
    5 | 16 | 2 | 4 | 15 | 10 | 0 | 0.7 | -9
#34 CC1CCc2cc(F)cc3c(O)c(C(=O)NCC4CCCO4)c(=O)n1c23 (configuration not stated)
    -18 | -7 | -4 | -7 | -110 | -4 | 2 | 1.8 | -27
#35 Cn1c(SCC(=O)NC2CCCCCC2)nnc1-c1cccs1
    6 | 1 | 2 | 4 | 1 | -2 | 0 | -1.0 | -14
#36 CC(=O)c1cc2cc(O)ccc2o1
    -10 | -186 | -12 | 3 | -130 | -7 | 0 | -4.2 | -10
#37 O=S(=O)(NC1CCCCCC1)c1cccc2cccnc12
    -2 | -3 | 4 | -16 | 2 | 5 | 2 | -3.4 | -15
#38 NC(=O)c1cccn1Cc1ccccc1Cl
    10 | 16 | -2 | 22 | 12 | 9 | 0 | -2.5 | 0
#39 Cc1cc(NCC2CCCO2)n2c(nc3ccccc32)c1C#N (configuration not stated)
    0 | -157 | 5 | -13 | -67 | -1 | -2 | 6.6 | -1
#40 Cn1nnc2c(N3CCCCC3)nccc21
    7 | 5 | 8 | -6 | 7 | 17 | 2 | -4.8 | 9
#41 O=C(NC12CC3CC(CC(C3)C1)C2)N1CC2Cc3cccc(=O)n3C(C2)C1 (configuration not stated)
    -15 | -4 | 11 | -31 | -5 | -2 | 2 | -1.7 | -2
#42 CC(C)NC(=O)c1c(O)c2ccccc2[nH]c1=O
    1 | 19 | 9 | -8 | 13 | 6 | -2 | -3.4 | 3
#43 Cc1nc2ccc(NC(=O)Cn3cnc4c3c(=O)n(C)c(=O)n4C)cc2s1
    1 | . | 0 | 1 | 8 | 3 | -5 | -7.7 | -11
#44 COc1ccc(N2CCN(C(=O)c3ccc(NS(=O)(=O)c4ccc(F)c(F)c4)cc3)CC2)cc1
    . | . | . | 36 | . | . | -5 | 2.2 | -5
#45 COc1ccc(NC(C)=O)cc1NC(=O)CN1CCN(CC(=O)Nc2ccccc2Cl)CC1
    1 | 19 | 1 | 22 | 1 | 2 | -1 | 1.5 | -9
#46 Cc1ccc(N(C)C(=O)N2CCN(S(=O)(=O)c3ccc(C)cc3)CC2)cc1
    -21 | 1 | 1 | 7 | 0 | 7 | -3 | -1.4 | -13
#47 CC(C)CN(CCCNC(=O)CC1Oc2ccccc2NC1=O)CC(C)C (configuration not stated)
    0 | 14 | 6 | 1 | 12 | 8 | -2 | -2.9 | -16
#48 O=C(O)CSCCCC(=O)Nc1ccc(Br)cc1
    2 | 4 | -2 | 3 | -4 | -2 | -2 | -0.1 | -12
#49 CCN(CC)CCCN1C(=O)c2oc3ccccc3c(=O)c2C1c1cc(OC)ccc1OC (configuration not stated)
    -14 | -2 | -1 | 16 | 4 | 0 | 1 | -0.8 | 0
#50 CCCSc1ncnc2c1oc1ccccc12
    10 | -1 | 10 | 12 | 1 | 24 | -5 | -2.4 | -5
#51 O=C(NCCCN1CCCCCC1)c1ccc(N2CCCC2=O)cc1
    4 | 28 | 10 | -3 | -23 | 2 | -1 | -1.2 | -2
#52 CC(=O)c1cccc(NC(=O)C2CCCN(S(=O)(=O)c3cccc4cccnc34)C2)c1 (configuration not stated)
    3 | . | 0 | 6 | 1 | 10 | -4 | -2.4 | -4
#53 CCOC(=O)CN(Cc1ccccc1)S(=O)(=O)c1ccc(NC(C)=O)cc1
    7 | 3 | 7 | 26 | 11 | 7 | -7 | -2.7 | -9
#54 Cc1cc(C)nc(N2CCC(C(=O)Nc3cccc(C(F)(F)F)c3)CC2)n1
    12 | -7 | 2 | -1 | 2 | 6 | 0 | -1.2 | -7
#55 COc1cccc(C(C(=O)NC2CCCC2)N(C(=O)c2ccco2)C2CC2)c1OC (configuration not stated)
    7 | -6 | 4 | -19 | 3 | -4 | -2 | -6.1 | 7
#56 CCn1c(=O)n(CC(=O)Nc2cc(OC)ccc2OC)c(=O)c2ccccc21
    2 | -2 | 6 | 11 | 2 | 2 | -4 | -4.1 | 11
#57 COc1cc2nc(N(C)C)nc(N)c2cc1OC
    9 | -25 | -1 | -1 | -2 | 7 | -1 | -0.9 | 4
#58 c1cncc(-c2nn3c(-c4ccncc4)nnc3s2)c1
    1 | -3 | 0 | -26 | 13 | 10 | 0 | -3.5 | 0
#59 COc1ccc(-c2nc(CS(=O)CC(=O)NCc3cccnc3)c(C)o2)cc1 (configuration not stated)
    2 | . | 4 | 7 | -3 | -3 | 1 | -0.1 | -1
#60 CCN(Cc1ccccc1)C(=O)Cn1cc2c(n1)CCCC2
    11 | 16 | -5 | 4 | -4 | -2 | -1 | -3.2 | 0

Further structures:
Each structure is followed by: FXIIa inh mix | CatL inh | FXIa mix inh | DUSP1 inh | C1s block | Cathepsin G inh | Hsp90 inh | HTR1A agonist | Cdc25B block
#61 Cc1ccc(SCCC(=O)NCc2ccco2)cc1
    -4 | . | -1 | 1 | 11 | 9 | -7 | -0.2 | -6
#62 Cc1cc(C(F)(F)F)nc(SCC(=O)NC2CC3CCC2C3)n1 (configuration not stated)
    -4 | 3 | 3 | -2 | -10 | 1 | -9 | -2.9 | -19
#63 Cc1cc(C)c(NC(=O)Cn2cc3c(n2)CCCC3)c(C)c1
    3 | -3 | -9 | -7 | -81 | -8 | 1 | -0.4 | -15
#64 CCC1Oc2ccc(C)cc2N(CC(=O)NCc2ccccc2OC)C1=O (configuration not stated)
    -3 | 26 | 1 | -7 | 1 | -5 | 2 | -1.2 | 1

Marked active in FXIIa inh mix, among the entries above:
entry | SMILES | FXIIa inh mix | CatL inh | FXIa mix inh | DUSP1 inh | C1s block | Cathepsin G inh | HTR1A agonist | Cdc25B block
27 | CCOc1ccc(S(=O)(=O)N(CC(=O)O)c2ccc(C)cc2)cc1 | 48* | . | -1 | 2 | 3 | 3 | -0.1 | -3
30 | COc1ccc(-n2c(CNC(=O)c3ccc(S(=O)(=O)N4CCCC4)cc3)n[nH]c2=S)cc1 | 22* | 15 | -5 | -11 | 1 | 6 | -2.2 | -10
